High-throughput results deposited in PubChem by National Center for Advancing Translational Sciences (NCATS).
S3 lipid droplet: qHTS Assay for Lipid Storage Modulators in Drosophila S3 Cells; AID 2685, 2010; actives 0.64% (n = 320,000); lipid storage change, negative = inhibition, % at the top dose, mostly 46.1 µM; hits show Potency in µM; Drosophila S3 cells, BODIPY lipid droplet fluorescence, 18-24 h; cells fed with added oleic acid; active = well fitted inhibition curve with a large enough effect in the signal ratio, with a control signal flat, not every such curve was filed as active; inconclusive = small, poorly fitted or top-dose-only effect, or effect the other way, or a change in a side signal; the % refers to the signal ratio
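Drosophila S3 cells loaded with oleic acid (400 uM, as added) and compounds at several concentrations; lipid droplets imaged by 488-nm laser-scanning cytometry, 500–530 nm intensity and object ratio to cell channel. Percent activity normalized to 20 uM Triacsin C.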
S3 lipid droplet cell count max: also measured in S3 lipid droplet; calls as there; cell number change, %; measured here: cell count max response;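 cells counted by Cell Tracker Red CMTPX staining in the red channel; peak over a dose series mostly up to 46.1 µM; percent activity relative to internal control wells on each plate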
Starred values were filed as active, the others as inactive; ? = inconclusive; . = not tested or not shown; & = joins results of further samples. % is set by controls: 0 for no effect and ±100 for the full control effect; potency is the fitted concentration of half-maximal effect.

Molecule,S3 lipid droplet,S3 lipid droplet cell count max
C/C=C/C(=O)N(CC)c1ccccc1C,7%,11
O=C(O)CCC(=O)c1ccc(-c2ccccc2)cc1,?,.
CN(C)CCC[C@]1(c2ccc(F)cc2)OCc2cc(C#N)ccc21,?,.
CCCCNc1ccc(C(=O)OCCN(C)C)cc1,2%,18
CCN(CC)CCOC(=O)c1ccc(N)cc1,12%,0
COc1ccc(C2CNC(=O)C2)cc1OC1CCCC1 (centres undefined),4%&-2%&-1%,14&-11&9
Nc1nc(O)c(N=Nc2ccc(S(N)(=O)=O)cc2)c(=O)[nH]1,?,.
CCCc1nc(C(C)(C)O)c(C(=O)O)n1Cc1ccc(-c2ccccc2-c2nn[nH]n2)cc1,-5%,3
COc1ccc(-c2cc(=O)c3c(O)cc(OC4OC(COC5OC(C)C(O)C(O)C5O)C(O)C(O)C4O)cc3o2)cc1O (centres undefined),-16%,4
C/C=C(/C)C(=O)OC(C)(C)[C@@H]1Cc2c(ccc3ccc(=O)oc23)O1,?,.

Some of these compounds in order of count of non-hydrogen atoms, lowest first:
Molecule,S3 lipid droplet,S3 lipid droplet cell count max
O=C(O)CCC(=O)c1ccc(-c2ccccc2)cc1,?,.
COc1ccc(C2CNC(=O)C2)cc1OC1CCCC1 (centres undefined),4%&-2%&-1%,14&-11&9
Nc1nc(O)c(N=Nc2ccc(S(N)(=O)=O)cc2)c(=O)[nH]1,?,.

Carrying on:
Molecule,S3 lipid droplet,S3 lipid droplet cell count max
CC1Cc2ccccc2N1NC(=O)c1ccc(Cl)c(S(N)(=O)=O)c1 (centres undefined),?,.
Cc1cccc2c1NC(=O)C2(c1ccc(O)cc1)c1ccc(O)cc1,3%,-11
Cc1cncn1CCc1nc2c3ccccc3nc(SCC(=O)Nc3cccc(Cl)c3)n2n1,?,.
N[C@@H](Cc1c[nH]c2ccc(O)cc12)C(=O)O,12%,6
COc1ccc(-n2nc3c(N4CCCC(C(=O)NCc5ccccc5C)C4)nnc(C)c3c2C)cc1 (centres undefined),?,.
CN1CCCN=C1COC(=O)C(O)(c1ccccc1)C1CCCCC1 (centres undefined),?,.
C1COC(NC(C2CC2)C2CC2)=N1,-3%,-15
Oc1cc2c(cc1O)[C@H]1c3ccc(O)c(O)c3OC[C@@]1(O)C2,23%,-8
COc1ccc(C[C@H]2COC(=O)[C@@H]2Cc2ccc(OC3OC(CO)C(O)C(O)C3O)c(OC)c2)cc1OC (some centres undefined),0%,-15
CC(=O)CCCCn1c(=O)c2c(ncn2C)n(C)c1=O,0%&1%,15&0

Rewritten with values under each structure: two of the compounds above.
Results follow in this order: S3 lipid droplet	S3 lipid droplet cell count max
CC(=O)CCCCn1c(=O)c2c(ncn2C)n(C)c1=O
  0%&1%	15&0
COc1ccc(C[C@H]2COC(=O)[C@@H]2Cc2ccc(OC3OC(CO)C(O)C(O)C3O)c(OC)c2)cc1OC (some centres undefined)
  0%	-15

(continued)
Molecule,S3 lipid droplet,S3 lipid droplet cell count max
O=C(O)c1cccnc1Nc1cccc(C(F)(F)F)c1,?,.
CCn1cc(C(=O)O)c(=O)c2cnc(N3CCNCC3)nc21,-7%,9
CCCCCC(=O)O[C@]1(C(C)=O)CC[C@H]2[C@@H]3CCC4=CC(=O)CC[C@]4(C)[C@H]3CC[C@@]21C,?,.
COc1cc([C@@H]2Oc3cc(C4Oc5cc(O)cc(O)c5C(=O)[C@H]4O)ccc3O[C@H]2CO)ccc1O (some centres undefined),?,.

Of the compounds above, 5 have a COOH group.
Molecule,S3 lipid droplet,S3 lipid droplet cell count max
O=C(O)CCC(=O)c1ccc(-c2ccccc2)cc1,?,.
CCCc1nc(C(C)(C)O)c(C(=O)O)n1Cc1ccc(-c2ccccc2-c2nn[nH]n2)cc1,-5%,3
N[C@@H](Cc1c[nH]c2ccc(O)cc12)C(=O)O,12%,6
O=C(O)c1cccnc1Nc1cccc(C(F)(F)F)c1,?,.
CCn1cc(C(=O)O)c(=O)c2cnc(N3CCNCC3)nc21,-7%,9

This is a subset (hit frequency here may not be typical).
